Bioassay records (PubChem)
miR-122 sensor: miR-122 Renilla sensor signal increase in Huh7, primary screen, miR-122 inhibitor project, cell-based, single point, plate reader; AID 602342, 2012; activation (reporter increase), % at 12.5 µM; 0.3% of 340,000 active; Huh7 miR-122 Renilla luciferase sensor, 48 h; neutral wells = 0, positive control = 100;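 active = mean replicate activation score at least 90 and every replicate individually at or above 90; inconclusive = only one of the two criteria met; inactive = neither criterion met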;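 also: higher luciferase means less miR-122 activity so hits act as miR-122 inhibitors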
SIRT5 inh: SIRT5 desuccinylase inhibitors, primary screen, biochemical, fluorescence imaging, single point, set 5; NAD-dependent protein deacylase sirtuin-5, mitochondrial (Homo sapiens), Q9NXA8; Purified SirT5, succinyl-peptide AMC, trypsin-coupled fluorescence; inhibition, % at 15 µM; 1.1% of 330,000 active; AID 652115, 2013; in the data active = inhibition above about 15%; inconclusive = no clear call, values can overlap the other calls
Target sequence (Q9NXA8 whole entry, looked up): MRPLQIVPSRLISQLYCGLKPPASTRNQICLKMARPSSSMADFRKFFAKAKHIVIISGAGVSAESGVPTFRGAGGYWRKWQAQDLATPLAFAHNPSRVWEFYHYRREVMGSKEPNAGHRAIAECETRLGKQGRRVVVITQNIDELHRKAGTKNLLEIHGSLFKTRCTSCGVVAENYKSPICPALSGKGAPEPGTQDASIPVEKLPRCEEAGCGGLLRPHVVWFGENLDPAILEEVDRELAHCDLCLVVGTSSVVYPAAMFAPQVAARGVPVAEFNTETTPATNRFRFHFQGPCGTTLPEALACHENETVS
esBAF inh: Bmi1 luciferase reporter increase in mESCs, primary screen, esBAF inhibitor project, mouse ES cells, Bmi1 luciferase knock-in, single point | 2% of 350,000 active | 24 h; 100% = twice the neutral-well signal | AID 602393, 2012 | reporter increase, % at 12.5 µM; in the data active = activation above about 40%; inconclusive = no clear call, values can overlap the other calls;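 also: 0% = median of the plate's neutral control wells and 100% = double that signal; a rise in the Bmi1 reporter signal indicates esBAF inhibition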
ARNT TACC3 PPI: disruptors of ARNT/TACC3 protein interaction, primary screen, biochemical, AlphaScreen, single concentration; Transforming acidic coiled-coil-containing protein 3 (Homo sapiens), Q9Y6A5; AlphaScreen His-ARNT PAS-B/GST-TACC3 binding, luminescence; TACC3 fragment carries E629A point mutation; inhibition, % at 9.99 µM; 0.66% of 390,000 active; AID 623870, 2012;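 active = mean inhibition of replicates at least 50% and at least half of replicates each reaching 50%; inconclusive = half or more replicates reach 50% but mean below 50%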;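 also: 0% = complete ARNT plus TACC3 wells and 100% = ARNT alone without TACC3; many hits fall short of the cut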
ERp5 block: inhibitors of ERp5-driven insulin aggregation, primary screen, biochemical, turbidity, absorbance 650 nm, single point. 90 min. Protein disulfide-isomerase A6 (Homo sapiens), Q15084. inhibition, % at 9.99 µM. AID 651711, 2012. 0.05% of 350,000 active;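 active = mean replicate inhibition above about 25%, with every replicate also reaching it, limit read from the data, passing the limit was not always enough; inconclusive = only one of those two criteria met; inactive = neither criterion met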
Target sequence (Q15084 whole entry, looked up): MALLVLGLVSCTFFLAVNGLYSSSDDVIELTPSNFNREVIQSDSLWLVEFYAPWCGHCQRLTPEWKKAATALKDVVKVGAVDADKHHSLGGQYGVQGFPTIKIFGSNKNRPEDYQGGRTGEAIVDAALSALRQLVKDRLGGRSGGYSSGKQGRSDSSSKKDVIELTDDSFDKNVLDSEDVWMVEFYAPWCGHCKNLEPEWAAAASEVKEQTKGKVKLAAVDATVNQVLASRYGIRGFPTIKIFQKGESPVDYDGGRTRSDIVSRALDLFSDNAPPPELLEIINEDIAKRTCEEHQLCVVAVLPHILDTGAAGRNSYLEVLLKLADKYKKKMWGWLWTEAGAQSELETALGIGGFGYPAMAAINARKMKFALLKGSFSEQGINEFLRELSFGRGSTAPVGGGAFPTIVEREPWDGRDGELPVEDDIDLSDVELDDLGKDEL
Statin myotox sup: suppressors of statin myotoxicity in C2C12 myotubes, primary screen, cell-based, single point, plate reader | rescue of ATP level, % at 7.49 µM | 0.78% of 330,000 active | C2C12 myotubes + simvastatin, ATP luminescence, 48 h; scaled: DMSO 0, geranylgeraniol control 100;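 active = mean ATP rescue above about 67%, or every replicate alone reaching that limit, limit read from the data, passing the limit was not always enough; inconclusive = no clear call, values can overlap the other calls; inactive = mean under the limit and some replicate under it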;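 also: myotubes were challenged with 10 µM simvastatin during compound exposure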
Cneo AK release: Cryptococcus neoformans cell lysis inducers, primary screen, AK release luminescence, single concentration; C. neoformans lysis, adenylate kinase release luminescence, 4 h; normalised: neutral wells 0, clomiphene wells 100; lysis activity, % at 15 µM; 0.2% of 360,000 active; AID 651654, 2012;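 active = mean lysis activity across replicates of at least 80%, whatever share of replicates individually reach that level; inactive = mean lysis activity below 80%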
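Material: C. neoformans cells; Schedule: 4 h static compound exposure, 37 °C, read 1 h post-reagent; Measured by: adenylate kinase release luminescence; Read-out: signal increase indicating cell lysis; Controls: Clomiphene as positive lysis control.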
* hit, by the source's call; ? = inconclusive; . = not tested or not shown; [ ] = remark or other dose. Random draw from the library (roughly 4% active in at least one column).

Structure	miR-122 sensor	SIRT5 inh	esBAF inh	ARNT TACC3 PPI	ERp5 block	Statin myotox sup	Cneo AK release
CO[C@H]1CN(C)C(=O)c2ccc(NS(=O)(=O)c3ccc(Cl)cc3)cc2OC[C@@H](C)N(C(=O)NC(C)C)C[C@H]1C	-3[16.7 µM]	1	0	-1	0	-15	-3
Cc1csc2nc(CNC(=O)c3cccc(C(F)(F)F)c3)cn12	13	.	-9	-5	.	109*	.
Cc1cccc2cc(C3CC(c4cccs4)=NN3C(=O)CCC(=O)O)c(Cl)nc12 (stereo unspecified)	14	-3	-6	-4	-1	-3	-1
CCCC(=O)N1C[C@@H]2[C@H](c3ccccc31)[C@H](CO)N2Cc1cocn1	14[16.7 µM]	0	-1	-1	3	-5	-5
CC1(CCc2ccccc2)NC(=O)N(Cc2cc([N+](=O)[O-])cc3c2OCOC3)C1=O (stereo unspecified)	.	5	4	1	-1	-6	1
Cc1ccc(S(=O)(=O)N(CC(=O)N/N=C/c2ccco2)c2cc(Cl)cc(Cl)c2)cc1	0	.	.	1	.	.	4
O=C(NC1CCN(S(=O)(=O)c2cccc(Cl)c2)CC1)C1CCCCC1	-3	0	3	-8	3	5	-2
CC(C)N(Cc1ccccc1)C(=O)COC(=O)C1CCCCC1	-1	.	.	-10	-1	5	-3
CNC[C@H]1OCCCC[C@H](C)Oc2ccc(NS(=O)(=O)c3cn(C)cn3)cc2C(=O)N([C@@H](C)CO)C[C@H]1C	10[16.7 µM]	.	0	-3	.	.	-7
CCC(=O)N1C[C@H](C)[C@@H](OC)CN(C)C(=O)c2cc(NC(=O)NC(C)C)ccc2OC[C@H]1C	-3[16.7 µM]	-2	1	-9	1	6	3
CCNC(=S)NNC(=O)c1cccs1	-2	.	1	.	.	15	-5
O=C(CNC(=O)c1cc(=O)[nH]c2ccccc12)Nc1ccc(F)c(F)c1	.	-4	.	-9	-11	.	.

Three compounds already listed, sorted by their value in SIRT5 inh, low to high:
Compound	SIRT5 inh
O=C(CNC(=O)c1cc(=O)[nH]c2ccccc12)Nc1ccc(F)c(F)c1	-4
Cc1cccc2cc(C3CC(c4cccs4)=NN3C(=O)CCC(=O)O)c(Cl)nc12 (stereo unspecified)	-3
CCC(=O)N1C[C@H](C)[C@@H](OC)CN(C)C(=O)c2cc(NC(=O)NC(C)C)ccc2OC[C@H]1C	-2

More structures follow.
Structure	miR-122 sensor	SIRT5 inh	esBAF inh	ARNT TACC3 PPI	ERp5 block	Statin myotox sup	Cneo AK release
CC(Sc1nc2ccccc2s1)C(=O)c1c(N)n(C)c(=O)n(C)c1=O (stereo unspecified)	.	-1	.	31	-3	.	.
N/C(=N\OC(=O)COc1ccccc1)c1ccc(Cl)cc1	-8	.	38	-4	-4	-21	0
Cc1ccc(S(=O)(=O)Nc2cccc3c2O[C@@H](CN(C)S(=O)(=O)c2cn(C)cn2)[C@@H](C)CN([C@@H](C)CO)C3=O)cc1	-12[16.7 µM]	.	-1	-6	.	30	-1
CCOC(=O)N1CCN(C(=O)c2cc3c(=O)[nH]c4ccccc4c3s2)CC1	-8	-4	.	.	-1	.	-3
Cn1c(=O)c2c(ncn2CC(=O)N2CCN(S(=O)(=O)c3ccc(F)cc3)CC2)n(C)c1=O	.	-3	-1	-3	5	-6	0
CC1(C)CC(=O)C(C=Nc2ccc(N)cc2)=C(O)C1	.	-2	.	4	-4	.	.
N#Cc1ccc(-c2ccc3c(c2)[C@@H]2[C@@H](CCN2S(=O)(=O)c2ccccc2F)[C@H](CO)N3)cc1	-3[16.7 µM]	.	0	-17	.	-47	14
COc1ccccc1CNC(=O)C(=O)NCC1OCCN1C(=O)c1cccs1 (stereo unspecified)	19	1	.	-4	1	.	3
Cc1cc[n+](CC(=O)Nc2cc(C(F)(F)F)ccc2Cl)cc1	.	.	2	-5	.	10	1
Cc1ccc2cc(C)c3nnc(SCC(=O)Nc4nc5c(s4)CCCC5)n3c2c1C	13	.	6	3	.	3	0
Cc1cc(=O)n2[nH]c(C(F)(F)F)c(-c3ccccc3)c2n1	-9	-6	-5	-21	3	-16	7
CC(=O)c1cccc(NC(=O)CN2C(=O)NC(C)(c3ccc4c(c3)OCCCO4)C2=O)c1 (stereo unspecified)	.	-2	8	-11	2	5	4
O=C(CSc1nnnn1-c1ccccc1)NCc1cccs1	-1	.	-4	0	.	6	-2
c1ccc2cc(-c3cc4ccccn4c3)ccc2c1	-7	-1	22	0	-2	18	2
O=C(NCc1cccnc1)C1CC(=O)N(C2CCCCC2)C1 (stereo unspecified)	.	0	-3	-5	2	-10	1
CN1C(=O)Cc2cc(S(=O)(=O)N3CCN(c4ccccc4F)CC3)ccc21	-2	0	10	1	5	4	0
COc1ccc2[nH]c(=O)c(CN(C(C)=O)c3ccc(C)c(C)c3)cc2c1	.	-1	15	-1	1	27	1
O=C(C[C@@H]1C[C@@H]2c3cc(NC(=O)C4CCOCC4)ccc3O[C@@H]2[C@H](CO)O1)NC1CCCC1	3[16.7 µM]	-4	6	5	-2	6	-1
C[C@H](CO)N1C[C@H](C)[C@@H](CN(C)C(=O)Nc2ccc(F)cc2)OCCCC[C@H](C)Oc2ccc(NS(=O)(=O)c3ccc(F)cc3)cc2C1=O	2[16.7 µM]	.	0	-13	.	.	-4
CN(C)C(=O)C[C@@H]1CC[C@@H]2[C@H](COC[C@@H](O)CN2C(=O)C2CC2)O1	-7[16.7 µM]	0	-5	6	2	8	-4
CN(C)CCCN1C(=O)C(O)=C(C(=O)c2cc3ccccc3o2)C1c1ccccc1 (stereo unspecified)	1	.	-2	1	.	0	2
COc1cc(OC)c(C2Oc3nc(SC)nnc3-c3ccccc3N2C(C)=O)cc1OC (stereo unspecified)	5	.	-2	-4	-1	6	0
Cc1ccccc1CSc1ncnc2ccccc12	.	-3	.	-12	-10	.	.
COc1cc(C(=O)NNC(=O)COc2ccc(C)cc2)ccc1OCC(=O)N1CCOCC1	-9	-1	-10	4	-15	2	0
CC(=O)c1ccc(S(=O)(=O)N2CCCc3ccccc32)cc1	0	1	0	-4	0	-4	-4
O=C(COC(=O)c1c[nH]c(=O)[nH]c1=O)Nc1ccccc1	.	0	.	-3	-2	.	.
C[C@@H]1CN([C@H](C)CO)C(=O)Cc2cc(NC(=O)Cn3cnnn3)ccc2O[C@H]1CN(C)C(=O)Nc1ccc2c(c1)OCO2	-2[16.7 µM]	-3	8	-7	-4	19	-5
C[C@@H]1CN([C@H](C)CO)C(=O)Cc2cc(NS(=O)(=O)c3ccc(Cl)cc3)ccc2O[C@@H]1CN(C)S(=O)(=O)c1cccs1	-1[16.7 µM]	5	2	-4	-1	-14	-1
CC1(C)Cc2c(c(N3CCOCC3)nc3sc(C(=O)Nc4ccccc4)c(N)c23)CO1	.	-2	38	-5	1	-53	-7
C[C@@H]1CN([C@H](C)CO)C(=O)c2cc(NC(=O)Nc3ccc(F)cc3)ccc2O[C@@H](C)CCCCO[C@@H]1CN(C)Cc1ccc2c(c1)OCO2	-2[16.7 µM]	7	-23	-1	-7	-391	3
Cc1c(CNCCc2ccccc2)c(C(=O)O)c(C)n1-c1ccccc1	-6	0	1	-4	4	6	-3
CC(=O)N(C)C[C@H]1Oc2ncc(C#CC3(O)CCCC3)cc2C(=O)N([C@@H](C)CO)C[C@@H]1C	23[16.7 µM]	1	1	10	1	-3	-3
CS(=O)(=O)N(CC(=O)NC1CCCCC1)Cc1ccc(Cl)cc1	-5	.	-4	-4	.	-1	0
N#CC(C#N)=C1CCCc2sccc21	.	-3	-5	-10	-1	0	1
COc1ccc2[nH]c(=O)c(CN(Cc3nnnn3Cc3ccccc3)CC3CCCO3)cc2c1 (stereo unspecified)	-5	.	-4	4	.	2	1
CC(=O)c1ccc(NC(=O)COC(=O)C2CCN(S(=O)(=O)c3cccs3)CC2)cc1	-5	-7	0	-8	-1	-8	-2
O=C(NCC(F)(F)F)[C@H]1[C@H](CO)[C@H]2Cn3c(cccc3=O)[C@H]2N1C(=O)C1CCC1	-3[16.7 µM]	1	1	-4	1	-32	0
COc1ccc(CNCCSc2nnnn2C)cc1OC	0	.	-1	-2	.	6	0
COc1cccc(S(=O)(=O)N2CCCCN3[C@H](CO)[C@H](c4ccc(-c5ccccc5)cc4)[C@@H]3C2)c1	7[16.7 µM]	0	.	25	1	.	45
C[C@@H]1CN([C@@H](C)CO)C(=O)CCCn2nncc2CO[C@@H]1CN(C)C(=O)Nc1ccc2c(c1)OCCO2	5[16.7 µM]	.	27	-5	-1	1	-5
Cc1cccc(-c2noc(-c3c(C)noc3C)n2)c1	-3	0	?	.	4	4	-1
Cc1cccc(NC(=O)c2ccc3ccccc3n2)n1	6	.	25	-16	.	.	-8
O=C(NC(=S)N1CCc2ccccc21)C1CCC1	-4	2	-3	5	0	-3	-1
O=C(O)c1ccc(C(=O)O)c(C(=O)c2ccc(NC(=O)c3ccccc3)cc2)c1	-2	3	-7	-9	-9	6	-2
CC(C)c1cn(CC[C@H]2CC[C@@H](NC(=O)C3CC3)[C@H](CO)O2)nn1	.	4	3	-6	-2	-8	-8
Cc1ccc(NC(=O)CSc2nnc(-c3ccco3)c(-c3ccco3)n2)cc1	17	.	.	6	.	.	0
COc1ccc(C(=O)NCC(=O)N/N=C/c2c(C)[nH]c3ccccc23)cc1OC	.	-3	5	-1	3	-7	.
COc1ccc(OC)c(NC(=O)Nc2nc(C(C)N)cs2)c1 (stereo unspecified)	11	7	-2	.	1	17	-13
CCCNC(=O)C1(CC2CC(c3ccccc3)=NO2)CCNCC1 (stereo unspecified)	.	-2	-4	.	-2	1	3
COc1ccc(S(=O)(=O)Nc2ccc3c(c2)C(=O)N([C@H](C)CO)C[C@H](C)[C@H](CN(C)Cc2ccncc2)OCCCC[C@H](C)O3)cc1	-1[16.7 µM]	0	3	9	-5	.	1
CCOC(=O)Nc1ccc2c(c1)OCO2	3	.	22	0	.	5	-3
C[C@H]1CN([C@@H](C)CO)C(=O)c2cc(NC(=O)CCN3CCOCC3)ccc2O[C@@H]1CN(C)S(=O)(=O)c1cn(C)cn1	-6[16.7 µM]	-1	0	-4	5	-23	4
COc1cscc1C(=O)O	2	-1	-1	-20	5	5	5
CCOC(=O)[C@H]1[C@H]2COc3ccc(Br)cc3[C@@H]2N2C(=O)CN(Cc3ccc(C)cc3)C(=O)[C@@]12C	-5	.	12	-9	6	2	4
C[C@@H]1CN([C@H](C)CO)C(=O)c2cc(-c3ccncc3)cnc2O[C@@H]1CN(C)C(=O)c1ccccc1F	-4[16.7 µM]	3	-4	2	12	-2	-2
COc1cc2c(c(OC)c1OC)C(=O)CC2	.	0	.	-1	-2	.	.
COc1ccc(CN(C)C[C@@H]2Oc3ccc(NS(=O)(=O)c4ccc(F)cc4)cc3CC(=O)N([C@H](C)CO)C[C@@H]2C)cc1	0[16.7 µM]	-1	1	-7	0	18	0
COC(=O)c1ccc(NC(=O)CN2CCN(CCO)CC2)cc1	.	-4	5	-7	2	2	2
